PLC-beta3 inh – PLC-beta3 (human) inhibition, primary screen | Q01970 | Purified PLC-beta3, fluorogenic substrate, fluorescence | inhibition, % at 12.2 µM | actives 0.18% (n = 370,000) | AID 720704; in the data active = inhibition above about 11%;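 note: 0% = median of compound wells on plate and 100% = full blocker control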
TDP2 inh – TDP2 (human) inhibition, absorbance primary screen; actives 0.34% (n = 370,000); inhibition, % at 12.8 µM; O95551; recombinant TDP2, T5PNP hydrolysis, p-nitrophenol absorbance 415 nm; AID 720702;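 active = inhibition above the mean of all tested compounds plus 3 SD, set per campaign, cut at about 25% in these data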;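 note: 0% = DMSO with enzyme and 100% = buffer with substrate but no TDP2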
Target sequence (O95551 whole entry, looked up): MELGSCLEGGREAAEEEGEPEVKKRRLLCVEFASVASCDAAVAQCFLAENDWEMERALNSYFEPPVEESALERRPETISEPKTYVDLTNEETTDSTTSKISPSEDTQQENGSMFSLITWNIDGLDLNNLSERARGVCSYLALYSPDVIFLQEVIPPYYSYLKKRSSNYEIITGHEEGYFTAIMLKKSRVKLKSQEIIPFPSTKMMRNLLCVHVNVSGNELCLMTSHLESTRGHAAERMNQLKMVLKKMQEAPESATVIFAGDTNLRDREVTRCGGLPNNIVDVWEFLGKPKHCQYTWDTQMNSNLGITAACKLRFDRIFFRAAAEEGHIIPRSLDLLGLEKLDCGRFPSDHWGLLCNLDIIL
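Assay system: recombinant human TDP2 / Reagent: T5PNP substrate at 5 mM, a TopII-DNA adduct mimic / Measured by: epi absorbance from released p-nitrophenol / Evaluation: % inhibition relative to enzyme-containing and enzyme-free wells / Control set: enzyme-free and DMSO wells / Replicates: each compound tested once, singlicate / Schedule: enzyme reaction with compound for 2 h at 37 °C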
Tn7 DDE FP – inhibitors of Tn7 peptide binding to human fibrin DD(E). P02675. actives 0.13% (n = 370,000). AID 720508. inhibition, % at 8.3 µM. FP displacement of FITC-Tn7 peptide from fibrin DD(E); 0% = median of compound wells per plate;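 active = inhibition above the mean of compounds falling within the control limits plus 3 SD of them, cut at about 14% in these data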;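 note: 0% = plate median of compound wells and 100% = 10 µM Aha-Tn7 peptide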
Target sequence (P02675 whole entry, looked up): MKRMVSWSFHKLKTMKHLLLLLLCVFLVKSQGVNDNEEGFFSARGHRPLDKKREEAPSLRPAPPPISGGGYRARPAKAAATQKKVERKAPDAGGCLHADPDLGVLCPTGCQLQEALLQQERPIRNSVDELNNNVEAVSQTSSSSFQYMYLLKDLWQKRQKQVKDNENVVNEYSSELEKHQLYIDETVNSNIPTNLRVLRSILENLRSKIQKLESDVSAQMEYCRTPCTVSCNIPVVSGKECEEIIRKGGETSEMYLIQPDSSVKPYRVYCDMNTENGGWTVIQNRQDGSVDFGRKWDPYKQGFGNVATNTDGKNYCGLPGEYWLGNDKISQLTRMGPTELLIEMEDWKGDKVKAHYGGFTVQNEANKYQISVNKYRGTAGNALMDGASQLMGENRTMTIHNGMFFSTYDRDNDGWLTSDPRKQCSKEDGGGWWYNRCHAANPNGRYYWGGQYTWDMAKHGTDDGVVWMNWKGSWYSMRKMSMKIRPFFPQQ
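Assay system: human fibrin DD(E). Input: DD(E) 2 µM final. Medium: Tris buffer with calcium and detergent, pH 7.8. Compound dosing: single point at 8.3 µM. Timing: 10 min plus 3 h, room temperature. Technique: fluorescence polarization of the labelled Tn7 tracer. Read-out: percent inhibition. Replicates: singlicate testing.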
DDE Tn6 FP inh – disrupts Tn6 cyclic peptide binding to fibrin D-Dimer-E complex | P02675 | Fibrin DD(E) TRITC-Tn6 fluorescence polarization displacement | inhibition, % at 8.3 µM | actives 0.21% (n = 370,000) | AID 720509;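 active = inhibition above a per-campaign cutoff: mean of compounds within control limits plus 3 SD, cut at about 15% in these data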;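 note: 0% = median of all compound wells on the plate and 100% = blocking peptide control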
ADAM10 inh – ADAM10 inhibition, QFRET primary screen; O14672; recombinant ADAM10, EDANS/DABCYL FRET peptide cleavage, 3 h; inhibition, % at 7 µM; actives 0.62% (n = 370,000); AID 720582;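 active = inhibition above a per-campaign cutoff equal to the mean of compounds falling between control-based bounds plus 3 SD, cut at about 20% in these data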;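 note: 0% = DMSO wells while the 100% control is not disclosed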
ASAP1 inh – inhibitors of human ASAP1 ArfGAP activity; Q9ULH1; ASAP1-stimulated ARF1 GTP hydrolysis, GDP FP detection; actives 0.19% (n = 360,000); inhibition, % at 16.5 µM; in the data active = inhibition above about 25%;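 note: 0% = vehicle with enzyme and substrate and 100% = no enzyme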
PLC-gamma1 inh – inhibitors of human phospholipase C gamma1; AID 720700; purified PLC-gamma1, fluorogenic substrate, fluorescence; inhibition, % at 12.2 µM; actives 0.84% (n = 370,000); P19174; in the data active = inhibition above about 9.5%
ARFGAP1 inhibitor – inhibits rat ARF GTPase activating protein 1; Q62848; Arfgap1-stimulated ARF1 GTP hydrolysis, GDP FP detection; inhibition, % at 16.5 µM; actives 0.26% (n = 360,000);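 active = inhibition above a per-plate limit, mean inhibition of low control wells plus 3 SD, cut at about 25% in these data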;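 note: 0% = DMSO wells with enzyme and 100% = wells lacking Arfgap1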
Target sequence (Q62848 1-136 limits assumed): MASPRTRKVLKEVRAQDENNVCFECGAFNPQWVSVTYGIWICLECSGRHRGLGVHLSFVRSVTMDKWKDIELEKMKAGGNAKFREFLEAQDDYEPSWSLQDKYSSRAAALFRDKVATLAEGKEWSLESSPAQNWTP
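System: truncated rat Arfgap1 GAP domain / Medium: HEPES-based buffer, pH 7.5 / Also added: N-terminally truncated human ARF1-GTP substrate / Incubation: enzyme reaction 120 min at 25 °C after 20 min preincubation / Measured by: FP of antibody-bound GDP Alexa 633 tracer, ex 620/em 688 nm / Replicates: singlicate, each compound tested once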
ADAM17 inh – inhibitors of human ADAM17; inhibition, % at 6.95 µM; P78536; actives 0.83% (n = 370,000); recombinant ADAM17, EDANS/DABCYL FRET peptide cleavage;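 active = inhibition above the mean of compounds lying between control limits plus 3 SD, set per campaign, cut at about 8.5% in these data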;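 note: 0% = DMSO-only wells as the low control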
SIAE inh – human SIAE inhibition, primary screen; SIAE FP-Rh probe binding, fluorescence polarization; actives 0.69% (n = 370,000); AID 1053197; inhibition, % at 9.66 µM;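 active = inhibition above a cutoff: mean of compounds within the control limits plus 3 SD of those, cut at about 17% in these data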;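 note: 0% = plate median of compound wells and 100% = probe without SIAE protein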
An asterisk follows results filed as active; i = inactive; / = not tested or not shown; & = joins results of further samples.

SMILES	PLC-beta3 inh	TDP2 inh	Tn7 DDE FP	DDE Tn6 FP inh	ADAM10 inh	ASAP1 inh	PLC-gamma1 inh	ARFGAP1 inhibitor	ADAM17 inh	SIAE inh
O=c1c2c3c(sc2nc2n1CCC2)CCCCC3	-4	1	-3	3	-9	-10	1	10	-6	0
CC1(C(=O)Nc2ccc3c(c2)OCO3)CCN1C(=O)CCc1cccs1 (stereo not drawn)	-1	8	1	-8	-9	3	2	-7	-3	0
NC(=O)C1(N2CCCCC2)CCN(C(=O)Nc2ccccc2C(F)(F)F)CC1	4	-1	2	-1	3	-9	4	-1	-2	1
Cc1cc(C)c(S(=O)(=O)Oc2ccccc2[N+](=O)[O-])c(C)c1	-7	1	-6	0	10	7	1	7	3	-3
O=C(CSc1nc(=O)n2ccccc2n1)N1CCN(c2ccccc2)CC1	2	14	-1	3	-3	6	0	-12	-3	6
Cc1cc(C)c(S(=O)(=O)N2CCCCC2CCNC(=O)C(=O)NCc2cccnc2)c(C)c1 (stereo not drawn)	-6	3	2	7	-6	-7	-1	3	1	4
CC1CCN(C(=S)NC2CCCCC2)CC1	2	-3	3	0	-2	-14	2	3	1	9
CC(C)(C)NC(=O)C(c1ccc(C(F)(F)F)cc1)n1c(=O)c(-c2ccccc2)nc2ccccc21 (stereo not drawn)	-12	-2	0	-2	-6	10	-4	1	-2	-4
Nc1ccc(Sc2ccccc2)nc1	-9	-1	1	-2	-21	7	1	-6	-9	0
Clc1ccc(-n2ncc3c(NCc4cccs4)ncnc32)cc1	-1	6	7	4	2	3	1	1	-4	-5
Cc1c(C)c2ccc(OCC(=O)N3CCN(c4cccc(Cl)c4)CC3)cc2oc1=O	-8	-1	-1	-9	-22	3	-2	0	-9	6
Cc1c(C(=O)/C=C/N(C)C)nnn1-c1ccc(Cl)cc1Cl	-15	4	-7	-3	-8	-20	-9	-5	-6	0
COc1cccc(C(=O)N/N=C/c2ccc(OC3CSC3)cc2)c1	2	-10	-6	2	12	-3	10*	-2	9.2*	-12
C=CCn1c(=S)[nH]c2cc(C(=O)Nc3ccc(F)cc3)ccc2c1=O	-2	-1	2	-9	-5	-11	2	-5	1	-22
COc1ccccc1NC(=O)C1C2CCCCC21 (stereo not drawn)	-1	3	1	10	-7	2	5	-5	-1	0
CCc1ccc(OCC(=O)OC(C)C(=O)NC2CC2)cc1 (stereo not drawn)	-5	-7	4	-2	-13	-9	-2	-5	-4	6
CC1(C)Cc2ccccc2C2CC(O)C(=O)N21 (stereo not drawn)	-10	14	-3	6	-9	3	-9	-3	-6	1
O=c1c2ccccc2nc(-c2ccccc2)n1CCCN1CCOCC1	-1	-13	7	-2	-15	2	1	6	-7	6
COC(=O)c1c(NC(=O)C2CC2)sc2c1CCN(C(C)=O)C2	-5	-6	-4	7	-28	-7	-3	4	-7	1
O=C(c1cc2ncccn2n1)N1CCc2c([nH]c3ccccc23)C1c1ccccc1F (stereo not drawn)	-1	-3	-3	5	6	-2	5	9	8	0
COc1ccc(C(=O)/C=C/Nc2c(C)n(C)n(-c3ccccc3)c2=O)cc1OC	-31	-8	-6	1	2	2	-21	3	2	-2
CCOC(=O)c1cn(Cc2cccc(Cl)c2)c2cc(C)nn2c1=O	-61	-3	2	0	-63	-8	-32	-3	-29	4
O=C(/C=C/c1ccco1)OCC(=O)N1CCCCC1	-8	9	7	1	-6	-9	-9	3	-6	3
COc1ccc(Cl)cc1C(=O)NNC(=O)COC(=O)c1cccs1	-4	-10	-6	-11	-13	3	0	-1	4	5
O=C(COc1ccc(Cl)cc1)Nc1cccc(S(=O)(=O)NCc2ccco2)c1	-7	11	-1	-3	5	-4	-2	8	0	-11
N#Cc1ccc(-n2c(-c3ccccc3)nnc2-c2ccccc2)cc1C#N	-35	6	-2	-1	-16	-6	-25	-10	-7	-6
Cc1nc2ccccc2c(N)c1C(=O)/C=C/c1ccccc1	-13	-8	-2	2	-8	7	-5	-4	-7	2
COc1ccc(C(=O)c2sc(Nc3cccc(OC)c3)c(C(=O)Nc3cccc(C)c3C)c2N)cc1	-2	1	-4	-6	9	4	2	10	1	7
CCCCOc1ccc(C(O)(CCC)CCN2CCOCC2)cc1 (stereo not drawn)	5	-7	5	4	0	-14	4	8	-1	-8
Cc1ccccc1C(=O)NNC(=O)CSc1nc2ccccc2c(=O)[nH]1	-3	2	2	-3	2	-1	2	-1	2	3
Cc1ccc(C)c(S(=O)(=O)N2CCN(C(=O)CCNS(=O)(=O)c3ccc(C)c(C)c3)CC2)c1	0	-7	2	2	-4	1	3	9	-2	0
COC(=O)Cn1c(=NC(=O)c2cccc(OC)c2)sc2cc(OC)ccc21	-160	4	2	-3	-111	7	-151	1	-27	-4
COc1ccc(C2NC(=O)c3ccccc3N2)cc1COc1ccc(NC(C)=O)cc1 (stereo not drawn)	-473	11	-1	0	i	/	-328	/	-360	6
O=[N+]([O-])c1cc(/C=N/O)ccc1SCc1ccccc1Cl	0	-13	5	2	9	-8	4	11	9	2
CCOc1ccc(N2C(=O)CC(N3CCN(c4ccc(F)cc4)CC3)C2=O)cc1 (stereo not drawn)	-9	-21	-2	3	-14	-11	7	-2	-5	-2
COC(=O)C1=C(C)N(CCCC(=O)O)C(=O)NC1c1ccc(Cl)cc1 (stereo not drawn)	3	17	0	-1	4	-7	3	1	-1	5
COc1ccc(OC)c(C(O)c2ncc(-c3ccc(C(F)(F)F)cc3)[nH]2)c1 (stereo not drawn)	1	3	1	-1	3	-1	0	7	1	1
CCOC(=O)C1=C(c2ccc(OC)cc2)OC(N)=C(C#N)C1c1cccnc1 (stereo not drawn)	-24	13	-1	5	-19	11	-27	-2	-5	-7
COCCN(C(=O)COC(=O)c1cc2c(s1)CCC2)c1c(N)n(Cc2ccccc2)c(=O)[nH]c1=O	-16	4	-7	0	-13	-5	0	2	-1	9
Cc1cccc(NC(=O)C2CCCN(S(=O)(=O)c3cccc4nsnc34)C2)c1 (stereo not drawn)	7	-7	-13	11	5	1	8	15	3	-5
CNc1nnc(CSc2nc3ccccc3s2)s1	1	2	7	8	4	-5	2	-3	-4	-4
O=C(COC(=O)COc1ccccc1Cl)Nc1ccccc1OC(F)F	-2	0	0	0	-2	-9	-41	4	-2	8
COC(=O)C1=C(C)NC(C)=C(C(=O)OC)C1C(=O)OCCN1C(=O)c2ccccc2C1=O	-1&-1	-4&-7	-5&-3	-1&5	-16&-7	-2&7	-3&-5	2&13	-7&-5	2&0
CN(C)/C=C1\SC(=S)N(c2ccc(Br)cc2)C1=O	-77	7	7	36*	-1	-8	-62	5	0	5
CC1CCN(S(=O)(=O)c2ccc3c(c2)c(=O)c(C(=O)NC2CCCC2)cn3C)CC1	8	-7	5	2	5	-1	5	8	1	10
CC1CCN(c2nc(/C=C/c3ccccc3)nc3ccccc23)CC1	-24	-1	-4	-1	-19	-14	-27	1	-5	-9
Cn1ncc(Cl)c1C(=O)Nc1ccncc1	3	-1	-2	4	10	14	3	-1	0	1
CC(=O)c1ccc(NC(=O)CCc2nc3sc4c(c3c(=O)[nH]2)CCCC4)cc1	-29	-6	3	-1	-12	5	-19	3	-8	-20
C/C(=C\c1ccccc1)C(=O)n1nnc2ccccc21	-8	-6	-2	1	-12	2	-5	1	-4	-7
C[C@H](NC(=O)c1nc[nH]c1C(=O)N1CCc2ccccc2C1)C(=O)OCc1ccccc1	1	-7	9	-4	18	6	-1	4	4	4
COc1ccccc1-c1ccc2c(c1)C(C)(Cc1ccc(OC(F)(F)F)cc1)C(=O)N2 (stereo not drawn)	-6	-1	4	4	6	1	1	3	3	-4
Clc1cc2nc3ccccn3c2cc1Cl	-461	7	-1	0	i	-6	-383	-7	-477	-4
CCC(c1nnnn1-c1ccc2c(c1)OCCO2)N1CCN(C(=O)c2ccco2)CC1 (stereo not drawn)	1	5	1	2	-6	-4	2	-8	-4	-1
CC(C)CN(C(=O)CN1CCN(c2ccc(F)cc2)CC1)c1c(N)n(CC(C)C)c(=O)[nH]c1=O	-1	3	-1	-1	-13	7	0	-3	-6	0
O=Cc1c(-c2ccc(Cl)cc2)oc2ccc(O)cc12	-5	5	1	-6	0	13	-1	-5	2	-2
COc1cccc(C(=O)NCCS(=O)(=O)NCC2CCCO2)c1 (stereo not drawn)	-8	6	-3	-15	-5	1	1	13	-5	-4
N=c1c2c(-c3ccccc3)c(-c3ccccc3)n(Cc3ccco3)c2ncn1Cc1ccco1	-3	-9	-1	4	-1	-11	-2	-1	0	3
CC1=C(C(=O)OC(C)C)C(c2cncc(-c3ccc(F)cc3)c2)C(C#N)=C(N)O1 (stereo not drawn)	-15	-2	0	-14	-4	1	-8	12	-8	-7
c1ccc(Cc2cc(-c3ccccc3)on2)cc1	-3	2	5	1	2	-3	2	2	-4	0
CC(=O)Nc1ccc(S(=O)(=O)Nc2cc(-c3ccccc3)nn2C)cc1	-5	1	9	4	-2	-5	-1	-13	-3	1

Some of these compounds in order of molar mass, rising:
SMILES	PLC-beta3 inh	TDP2 inh	Tn7 DDE FP	DDE Tn6 FP inh	ADAM10 inh	ASAP1 inh	PLC-gamma1 inh	ARFGAP1 inhibitor	ADAM17 inh	SIAE inh
O=Cc1c(-c2ccc(Cl)cc2)oc2ccc(O)cc12	-5	5	1	-6	0	13	-1	-5	2	-2
COc1ccccc1-c1ccc2c(c1)C(C)(Cc1ccc(OC(F)(F)F)cc1)C(=O)N2 (stereo not drawn)	-6	-1	4	4	6	1	1	3	3	-4
C[C@H](NC(=O)c1nc[nH]c1C(=O)N1CCc2ccccc2C1)C(=O)OCc1ccccc1	1	-7	9	-4	18	6	-1	4	4	4

(next part)
SMILES	PLC-beta3 inh	TDP2 inh	Tn7 DDE FP	DDE Tn6 FP inh	ADAM10 inh	ASAP1 inh	PLC-gamma1 inh	ARFGAP1 inhibitor	ADAM17 inh	SIAE inh
CCCCN(CC)CCCNC(=O)c1cc2cc3ccc(OC)cc3nc2o1	i	-10	-3	0	i	6	i	14	i	-9
CN1C(C)(C)CC(=NO)CC1(C)C	4	-5	0	4	-7	0	-1	-4	1	0
CCc1nnc(NC(=O)C(NC(=O)c2ccccc2Cl)C(C)C)s1 (stereo not drawn)	2	2	6	-3	3	1	1	4	-2	-3
CCc1ccc(N2CC(C(=O)OCC(=O)Nc3ccc(C(C)=O)cc3)CC2=O)cc1 (stereo not drawn)	-7	-10	-1	-6	-7	1	3	5	-4	-7
Cc1cccc(C)c1NC(=O)CNC(=O)c1ccc(S(=O)(=O)NCc2ccco2)cc1	-11	-5	-7	0	-25	-9	-1	13	2	3
O=C(NCCCn1ccnc1)c1noc2c1CCc1ccccc1-2	2	23	5	-1	2	4	2	-6	-2	1
